OXTR potentiator = potentiates the human oxytocin receptor response; P30559; CHO-OTR cells, Fluo-8 calcium fluorescence, potentiator mode; 0% = oxytocin EC15, 100% = EC100; activation, % at 3 µM; 320,000 tested, 0.061% active; AID 2445;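 active = activation above that plate's cutoff, the mean activation of tested compounds plus 3 SD, cut at about 6.6% in these data, passing the limit was not always enough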;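 note: 100% uses oxytocin at 75 nM as the full agonist control; some results filed as inactive read as strong as hits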
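Material: human OTR in CHO cells. Compound: 3.0 µM, one dose. Timing: compound 6 min at room temperature before oxytocin, 100 s read. Evaluation: % activation of max/min ratio relative to oxytocin controls. Replication: single well per compound, singlicate. Signal: Fluo-8 calcium dye fluorescence.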
CHO-K1 Ca ag = nonselective activator or artifact in parental CHO-K1 cells; Fluo-8 calcium fluorescence; scaled to maximal ATP response, vehicle zero; 360,000 tested, 0.48% active; activation, % at 3 µM; in the data active = activation above about 15%;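 note: untransfected CHO-K1 host cells lacking M1 receptor as counterscreen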
TAAR1 ag = agonists of human TAAR1 | CHO RD-HGA16 TAAR1, Fluo-8 calcium fluorescence; vehicle wells 0%, saturating PEA agonist 100% | 360,000 tested, 0.99% active | Q96RJ0 | activation, % at 3 µM | AID 624467;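 active = activation above the mean activation of all test compounds in the run plus 3 SD, cut at about 38% in these data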
Target sequence (Q96RJ0 whole entry, looked up): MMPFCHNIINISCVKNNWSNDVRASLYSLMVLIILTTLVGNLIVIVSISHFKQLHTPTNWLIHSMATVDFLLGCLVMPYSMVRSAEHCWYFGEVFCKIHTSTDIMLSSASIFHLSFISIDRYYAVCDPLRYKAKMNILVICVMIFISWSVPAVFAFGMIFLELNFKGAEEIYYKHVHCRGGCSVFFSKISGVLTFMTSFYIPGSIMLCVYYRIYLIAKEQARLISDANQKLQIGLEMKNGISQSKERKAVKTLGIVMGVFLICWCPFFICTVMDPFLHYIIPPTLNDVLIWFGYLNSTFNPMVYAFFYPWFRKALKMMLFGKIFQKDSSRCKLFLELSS
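Signal – calcium-sensitive Fluo-8 signal, excitation 470-495, emission 515-575 nm · System – RD-HGA16 (CHO) cells co-expressing Gα16 and hTAAR1 · Incubation – 17-24 h seeding, 75 min 37 °C dye, 30 min RT · Compound dosing – 3 µM single concentration · Repeats – no replicates (n 1)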
V1R ag counter = activates human V1a receptor in oxytocin agonist counter-screen; P37288; 320,000 tested, 0.25% active; activation, % at 3 µM; CHO-V1R cells, Fluo-8 calcium fluorescence, agonist mode; 0% DMSO, 100% 3 nM vasopressin; AID 2797;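 active = activation above the mean activation of all tested compounds plus 3 SD, per screening run, cut at about 20% in these data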;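 note: signal is peak over basal fluorescence ratio across a 100 second FLIPR read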
Target sequence (P37288 whole entry, looked up): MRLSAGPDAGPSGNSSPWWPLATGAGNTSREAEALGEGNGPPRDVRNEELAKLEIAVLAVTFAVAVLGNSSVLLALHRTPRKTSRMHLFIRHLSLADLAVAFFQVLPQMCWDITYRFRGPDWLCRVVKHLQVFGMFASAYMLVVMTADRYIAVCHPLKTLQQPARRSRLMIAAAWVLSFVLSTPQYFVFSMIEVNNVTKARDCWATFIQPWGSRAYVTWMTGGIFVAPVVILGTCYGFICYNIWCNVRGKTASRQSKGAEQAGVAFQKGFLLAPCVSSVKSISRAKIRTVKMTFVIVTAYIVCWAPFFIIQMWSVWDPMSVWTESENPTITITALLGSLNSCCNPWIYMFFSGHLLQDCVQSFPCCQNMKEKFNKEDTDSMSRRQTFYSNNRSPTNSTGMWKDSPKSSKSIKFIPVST
CHO parental Ca = counter-screen: ATP calcium response change in parental CHO cells; 330,000 tested, 0.63% active; AID 463079; parental CHO-K1, ATP-induced calcium, Fluo-8 fluorescence; inhibition, % at 5.6 µM;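 active = inhibition above that plate's mean sample inhibition plus 3 SD, cut at about 26% in these data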;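 note: 0% = ATP-challenged DMSO wells and 100% = DMSO wells without ATP; some compounds past the cut are filed as inactive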
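Test system: parental CHO cells; detection: calcium-sensitive Fluo-8 fluorescence; evaluation: percent inhibition of calcium signal; also added: ATP as calcium-mobilizing challenge; repeats: one well per compound; control set: ATP-challenged DMSO wells low, unchallenged DMSO wells high; compound: single nominal dose of 5.6 µM per compound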
M1 PAM parental = M1 PAM counterscreen hit in parental CHO-K1 cells; ATP EC20, Fluo-8 calcium fluorescence; 0% at ATP EC20, 100% at ATP max; activation, % at 3 µM; 360,000 tested, 0.02% active; AID 602247;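 active = activation above the run cutoff, the mean activation of all test compounds plus 3 SD, cut at about 40% in these data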;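 note: peak over basal fluorescence ratio in a 140 s read after ATP addition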
CHO-K1 Ca antag = counter-screen for M1 antagonists: effect in parental CHO-K1 cells; ATP-induced calcium, Fluo-8 fluorescence; AID 602250; inhibition, % at 3 µM; 360,000 tested, 0.6% active;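 active = inhibition above a per-plate cutoff, the plate's mean sample inhibition plus 3 SD, cut at about 24% in these data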;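 note: 0% = DMSO plus EC80 ATP and 100% = DMSO alone without ATP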
CHRM1 agonist = human M1 muscarinic receptor agonism | P11229 | CHO-K1 hM1, Fluo-8 calcium fluorescence, agonist mode; 0% DMSO, 100% acetylcholine EC100 | activation, % at 3 µM | 360,000 tested, 0.33% active | AID 588814;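 active = activation above the run's mean compound activation plus 3 SD, cut at about 16% in these data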;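 note: peak over basal fluorescence ratio within a 140 s kinetic read after compound addition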
TAAR1 antagonist = antagonists of human TAAR1 | Q96RJ0 | CHO RD-HGA16 TAAR1, Fluo-8 calcium fluorescence, antagonist | inhibition, % at 3 µM | 360,000 tested, 1.5% active;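 active = inhibition above a per-plate cutoff, the mean inhibition of test compounds on that plate plus 3 SD, cut at about 49% in these data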;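 note: 0% = DMSO plus EC80 beta-PEA response and 100% = DMSO alone without agonist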
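test system = CHO RD-HGA16 cells bearing hTAAR1 | replication = singlicate | controls = DMSO-only wells and EC80 β-PEA-stimulated wells | reagent = EC80 β-phenethylamine stimulus | read-out basis = percent inhibition of PEA-evoked calcium signal, max/basal emission ratio | schedule = seeding 17-24 h prior, 75-min 37 °C, 30-min RT dye loading | signal = kinetic Fluo-8 calcium fluorescence measurement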
Active calls of the source: *; · = not tested or not shown.

SMILES | OXTR potentiator | CHO-K1 Ca ag | TAAR1 ag | V1R ag counter | CHO parental Ca | M1 PAM parental | CHO-K1 Ca antag | CHRM1 agonist | TAAR1 antagonist
Cc1ccc2cc(-c3noc(C4CCCO4)n3)c(=O)[nH]c2c1 (stereo unspecified) | -2 | 0.4 | 3 | 0.2 | -5 | 5 | -1 | -1 | -9
COc1cccc(NC(=O)C2CCC(CNS(=O)(=O)c3cccc4cccnc34)CC2)c1 (stereo unspecified) | -1 | 6.0 | 12 | -0.3 | -20 | -19 | -9 | -1 | 22
CCN(CC)S(=O)(=O)c1ccc(NN=C2CCN(C)CC2)c([N+](=O)[O-])c1 | -7 | 0.7 | 5 | -0.1 | 8 | -5 | -14 | -8 | -6
Cc1onc(-c2ccccc2)c1C(=O)NCC(=O)Nc1cc(Cl)ccc1Cl | -6 | 2.3 | 0 | -0.8 | -22 | 3 | -12 | -4 | 12
COC(=O)c1ccc(Cl)c(NC(=O)CN2CCC(C)CC2)c1 | 0 | 1.0 | 6 | -0.8 | -9 | 14 | -27 | -13 | -17
COc1ccc(C(=O)NCc2cn3c(C)csc3n2)cc1OC | 3 | 0.5 | 10 | 1.0 | -14 | 13 | -22 | -3 | -2
CCOC(=O)CC(=O)CSc1nccc(-c2cccnc2)n1 | -8 | 5.1 | 2 | 0.1 | -34 | -22 | 9 | -4 | -25
Cc1ccc(NCc2ccccc2)cc1 | -16 | -0.3 | 1 | -1.6 | -10 | -1 | -7 | -6 | -12
COCCN1C(=O)N[C@@H](CCc2ccccc2)[C@@H](C(=O)OC)[C@H]1C | -2 | 0.0 | 13 | 0.6 | -11 | -13 | -13 | -1 | -8
COc1ccccc1NC(=O)CSC1=NC(=O)C(NC(C)=O)C(=O)N1 (stereo unspecified) | -4 | 0.5 | 2 | 1.3 | 3 | 21 | -11 | -3 | 16
O=C(COC(=O)c1ccc(O)cc1)NC1CCCCCCC1 | · | 1.6 | 1 | · | · | -1 | 1 | -2 | -6
COc1cc(/C=N/NC(=O)c2ccoc2C)cc(OC)c1O | -3 | 0.7 | -1 | 0.5 | -3 | 15 | -8 | -7 | -6
CCCCCCNC(=O)C(C(=O)OCC)C1CCCCC1 (stereo unspecified) | -6 | 0.8 | 13 | -0.9 | -6 | 2 | 3 | -4 | -4
COC(=O)c1c(-c2ccc(N(C)C)cc2)sc2ccc(OC)cc12 | -4 | 4.1 | 13 | 1.1 | -19 | 1 | 8 | -3 | 28
COc1ccc2c(c1)c(C(C)=O)c(C)n2C | 0 | 19* | 0 | 1.3 | -1 | 14 | 3 | 4 | -15
CC(=O)Nc1ccc(S(=O)(=O)NCc2ccc(C(=O)NCCN3CCCCCC3)cc2)cc1 | -8 | 0.1 | 1 | 0.7 | -17 | 6 | -6 | -7 | -8
Cn1ccnc1SCC(=O)N(C1CCCCC1)C1CCCCC1 | -2 | 1.5 | 2 | -1.3 | -16 | 18 | -18 | -3 | 5
O=C1CN(C(=O)c2c(F)cccc2F)C(c2ccc(F)cc2)c2cc(F)ccc2N1 (stereo unspecified) | -12 | 5.2 | 16 | 4.4 | -23 | 9 | -4 | -1 | 3
O=[N+]([O-])c1ccc(N2CCN(C(=S)NCc3ccc(Cl)cc3)CC2)cc1 | -32 | 9.0 | 6 | 5.2 | 84* | -9 | 22 | 0 | 36
CC(=O)c1ccc(Nc2nc(C(N)CC(C)C)cs2)cc1 (stereo unspecified) | · | 1.4 | 7 | · | · | 5 | -6 | -1 | -23
COc1ccc2[nH]c(=O)c(CN(CCO)S(=O)(=O)c3ccc4c(c3)OCCO4)cc2c1 | 0 | 0.7 | 7 | 0.5 | 4 | 16 | -14 | -5 | -1
Cn1c(=O)c2cc(NC(=S)NC3CCCCC3)ccc2n1-c1ccccc1 | · | 3.1 | 9 | · | · | 10 | -10 | -7 | -10
CC(C)[C@H](NC(=O)NCCC1=CCCCC1)C(=O)O | 6 | 0.1 | 0 | 1.0 | 8 | 25 | -23 | 0 | -13
C/C(Cc1ccccc1)=N\NC(=O)CNC(=O)Cc1ccccc1 | -5 | -0.2 | 19 | -0.2 | -15 | 14 | -19 | -3 | 7
CC(=O)NCCC(=O)NCc1ccc(F)cc1 | -15 | 2.2 | 1 | 0.9 | -8 | -7 | 10 | 0 | 0

(continued)
SMILES | OXTR potentiator | CHO-K1 Ca ag | TAAR1 ag | V1R ag counter | CHO parental Ca | M1 PAM parental | CHO-K1 Ca antag | CHRM1 agonist | TAAR1 antagonist
COc1ccc(S(=O)(=O)Nc2ccc3c(c2)C(=O)N([C@H](C)CO)C[C@H](C)[C@@H](CN(C)C(=O)Nc2c(C)noc2C)OCCCC[C@H](C)O3)cc1 | · | 0.7 | 4 | · | · | 22 | -17 | 40* | -7
COc1ccc(OC)c(NC(=O)Nc2nnc([C@@H]3O[C@H](CO)[C@@H](O)[C@H]3O)s2)c1 | · | -0.6 | 1 | · | · | -14 | 3 | -4 | -18
CCOC(=O)CSc1nc2ccccc2n1C(=O)OCC | -6 | 0.2 | 0 | -0.2 | -6 | 12 | -11 | -6 | -8
O=C(NCCCN1CCN(c2cccc(Cl)c2)CC1)c1cccc(N2CCCC2=O)c1 | -5 | 2.6 | 6 | 0.8 | -24 | 11 | -8 | -3 | -13
O=C(CSc1ccccc1)Nc1ccc(Cl)c(S(=O)(=O)N2CCOCC2)c1 | -9 | 0.8 | 7 | 7.1 | -10 | -11 | 4 | 4 | 13
CCCOc1ccc(CNC(=O)Cn2c(=O)oc3ccccc32)cc1 | -7 | 0.6 | 0 | 2.0 | -2 | 3 | 0 | 1 | 10
O=C(Nc1ccccc1-c1ccccc1)C1CCC1 | -3 | 0.9 | 7 | -1.2 | -14 | 37 | -15 | -14 | 3
CCCCCCN1C[C@H](n2cc(-c3ccc(F)cc3)nn2)[C@@H](O)C[C@@H]1c1ccc(C)cc1 | · | 0.7 | 3 | · | · | 13 | -9 | 3 | -14
CC(=O)Nc1ccc(N=C(C2=C(O)c3ccccc3C2=O)c2ccccc2)cc1 | -13 | 2.1 | 11 | 0.1 | -7 | -4 | 6 | -6 | 15
COc1ccc(OC)c(C2=NS(=O)(=O)N(C)C(C(=O)N3CCC4(CC3)OCCO4)=C2)c1 | -5 | 1.8 | 2 | 2.7 | -12 | 11 | -13 | -1 | -15
O=C(c1ccccc1F)N1CCN(c2cccc(C(F)(F)F)c2)CC1 | -6 | 1.6 | 3 | 2.9 | -18 | -2 | 6 | -6 | 3
CCCCC(CCC(=O)O)(C(=O)OCC)c1csc(Nc2ccccc2)n1 (stereo unspecified) | -9 | 0.2 | · | 0.3 | 0 | 11 | -3 | -8 | ·
CC(C)c1ccc(/C=C/C(=O)Nc2ccc(CN3CCOCC3)cc2)cc1 | -15 | 1.6 | 2 | 5.9 | -20 | 6 | -11 | -2 | -9
CCOC(=O)C(C)Oc1ccc(OCc2ccccc2)cc1 (stereo unspecified) | -14 | 0.6 | 3 | -0.7 | -13 | 7 | 3 | -3 | 1
Cc1nc2ccc(Nc3nc4cc(S(=O)(=O)N5CCOCC5)ccc4o3)cc2s1 | 2 | 0.3 | 11 | 1.8 | -16 | -3 | -4 | -1 | 1
Cc1cc(NC(=O)c2ccc3c(c2)C(=O)N(c2cccc(C)c2C)C3=O)no1 | -3 | -0.1 | 0 | 0.7 | -12 | -8 | -1 | 3 | 10
CC1CCN(CC(O)COC2CCC(C(C)(C)C)CC2)CC1 (stereo unspecified) | -8 | 1.3 | 17 | 4.6 | -10 | 12 | -9 | -2 | -6
O=C(N[C@@H](Cc1ccccc1)C(=O)O)c1cccnc1 | -2 | 0.5 | 6 | 0.6 | -4 | 6 | -17 | -2 | -6
Cc1ccc(-c2nc(CS(=O)CC(=O)NC3CCCCC3)c(C)o2)cc1 (stereo unspecified) | 0 | -0.4 | -1 | -1.5 | -20 | 19 | -19 | -5 | -16
CC(=O)OCn1ncc(N2CCOCC2)c(Br)c1=O | -7 | 0.5 | 9 | 0.2 | 2 | 16 | -13 | -4 | -14
COc1cc(NC(=O)C2C3C=CC(C3)C2C(=O)O)ccc1NC(=O)c1ccccc1 (stereo unspecified) | -8 | 1.3 | 17 | -1.3 | -13 | 13 | -1 | -1 | -26
COc1cc(COCC(O)CN2CCN(Cc3ccccc3)CC2)cc(OC)c1OC (stereo unspecified) | -3 | 0.0 | 2 | 0.8 | -37 | 8 | -16 | -5 | 1
CCc1nc2ccc(C(=O)NCCCn3ccnc3)cn2c1N(CC)CCN(C)C | · | 0.0 | 1 | · | · | -6 | 5 | 0 | 3
Cc1nc2sc(C(c3cccs3)N3CCC(C(N)=O)CC3)c(O)n2n1 (stereo unspecified) | -2 | 0.6 | 1 | 1.5 | 4 | 2 | -3 | -2 | -14
COc1ccc(OC)c2c(C)cc(C)nc12 | -2 | 0.0 | 0 | -0.2 | 1 | 20 | -9 | -10 | -21

Overlap with the part before: two entries; new compounds follow.
SMILES | OXTR potentiator | CHO-K1 Ca ag | TAAR1 ag | V1R ag counter | CHO parental Ca | M1 PAM parental | CHO-K1 Ca antag | CHRM1 agonist | TAAR1 antagonist
Cc1nc2sc(C(c3cccs3)N3CCC(C(N)=O)CC3)c(O)n2n1 (stereo unspecified) | -2 | 0.6 | 1 | 1.5 | 4 | 2 | -3 | -2 | -14
COc1ccc(OC)c2c(C)cc(C)nc12 | -2 | 0.0 | 0 | -0.2 | 1 | 20 | -9 | -10 | -21
COCCCn1c(SCC(N)=O)nnc1-c1ccccc1 | -7 | 0.0 | 10 | 0.5 | -8 | -3 | -19 | -3 | -3
N/C(=N\OC(=O)c1cccc(Cl)c1)c1cccnc1 | -22 | 0.0 | 11 | 0.1 | -3 | -8 | 13 | 0 | 6
O=C(O)c1cccc(-n2cccc2/C=C2/NC(=O)N(c3cccc(Cl)c3)C2=O)c1 | 6 | -0.9 | -2 | -0.5 | -2 | -11 | 7 | -2 | -22
Cc1nc2c(OCc3cc(Cl)cc(Cl)c3)cccn2c1N(C)C(=O)CCC1CCCC1 | · | 3.0 | -1 | · | · | -8 | 5 | -7 | 32
O=C(NC1(C(F)(F)F)C(=O)Nc2c1c(=O)[nH]c(=O)n2Cc1ccccc1)c1ccc(Cl)cc1 (stereo unspecified) | -20 | 0.1 | 2 | 0.2 | 3 | 6 | 4 | 0 | -6
Cc1cc(Cl)ccc1-c1nc(NC(C)C)nc2ccsc12 | · | 0.8 | 2 | · | · | 8 | -4 | -6 | 31
